mcGAS lum = blocks mouse cGAS activity | inhibition, % at 12.5 µM | recombinant cGAS, Kinase-Glo ATP depletion luminescence | 0.15% of 160,000 active | Q8C6L5 | AID 1259399;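 note: 0% = negative control wells and 100% = reference inhibitor with no enzyme activity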
NPYLR7 ag = activates Aedes aegypti NPYLR7 receptor; HEK293T NPYLR7/Galpha15, GCaMP6s calcium fluorescence; activation, % at 10 µM; 0.15% of 270,000 active; AID 1259423; in the data active = activation above about 40%;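 note: 0% = vehicle and 100% = reference agonist at the receptor; some compounds past the cut are filed as inactive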
hcGAS inh = inhibitors of human cGAS; recombinant h-cGAS, ATP depletion, Kinase-Glo luminescence; inhibition, % at 12.5 µM; Q8N884; 0.081% of 290,000 active;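 note: 0% = vehicle reaction and 100% = reaction without DNA for no activity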
Target sequence (Q8N884 whole entry, looked up): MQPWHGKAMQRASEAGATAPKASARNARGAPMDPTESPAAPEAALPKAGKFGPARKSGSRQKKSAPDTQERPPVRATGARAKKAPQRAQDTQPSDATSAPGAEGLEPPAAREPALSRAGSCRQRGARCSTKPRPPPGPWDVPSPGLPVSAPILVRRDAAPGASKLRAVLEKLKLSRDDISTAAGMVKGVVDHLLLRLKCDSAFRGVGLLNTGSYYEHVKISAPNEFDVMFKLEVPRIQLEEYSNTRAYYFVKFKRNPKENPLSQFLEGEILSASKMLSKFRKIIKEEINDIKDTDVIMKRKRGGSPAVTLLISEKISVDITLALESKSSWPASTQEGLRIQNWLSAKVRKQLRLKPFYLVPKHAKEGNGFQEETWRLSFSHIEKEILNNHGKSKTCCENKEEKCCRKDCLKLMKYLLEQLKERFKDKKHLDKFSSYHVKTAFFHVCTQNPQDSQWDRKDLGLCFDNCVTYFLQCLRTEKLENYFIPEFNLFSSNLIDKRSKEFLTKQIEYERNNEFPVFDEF
The depositor's hits bear a star; · = no result given; & = joins results of further samples. Cut-off read from the data, not from the text of the source, unless noted: active = inhibition above about 40%; inactive = the rest.

#1 COc1cc(/C=C2\NC(=S)NC2=O)ccc1OC(C)C
#2 CCOc1cccc(C(=O)Nc2cc(-c3nc4cc(C)ccc4o3)ccc2C)c1
#3 CC(C)Cn1c(-c2ccccc2)c[nH]c1=S
#4 CCCCCCCCCCCC(=O)N1CCC2(CC1)SCCN2C(=O)c1ccc(C(F)(F)F)cc1
#5 CCN1CCC(N2CCC3(CCCN(Cc4ccc(C(C)C)cc4)C3)C2)CC1 (centres undefined)
#6 O=C(Nc1ccccn1)C1CCN(C(=O)CN2C(=O)C3CCCCC3C2=O)CC1 (centres undefined)

screen / no.	1	2	3	4	5	6
mcGAS lum	5	0	-9	-6	·	-11
NPYLR7 ag	-9	-10	-14	·	-3	0
hcGAS inh	1	1	-9	-4	1	-10

3 structures from above, arranged by length of the SMILES, low to high:
#2 CCOc1cccc(C(=O)Nc2cc(-c3nc4cc(C)ccc4o3)ccc2C)c1
#6 O=C(Nc1ccccn1)C1CCN(C(=O)CN2C(=O)C3CCCCC3C2=O)CC1 (centres undefined)
#4 CCCCCCCCCCCC(=O)N1CCC2(CC1)SCCN2C(=O)c1ccc(C(F)(F)F)cc1

screen / no.	2	6	4
mcGAS lum	0	-11	-6
NPYLR7 ag	-10	0	·
hcGAS inh	1	-10	-4

Later entries
#7 C=CCSc1nnc(-c2ccco2)n1-c1ccccc1C
#8 Cc1[nH]c(-c2ccccc2)nc1C(=O)N1C[C@@H]2[C@@H]3CC[C@@H](C3)[C@@H]2C1
#9 Cc1cccc(NC(=O)CSc2nc(=O)n(CCCN3CCOCC3)c3c2CCCC3)c1
#10 O=C(c1ccc2nc(C3CC3)oc2c1)N1CCC(c2nc3ccccc3o2)CC1
#11 O=C1C2CCCN2C(c2cccc(Cl)c2)N1c1nccs1 (centres undefined)
#12 O=C(NCCc1ccccc1)N1CCc2ccccc2C1

screen / no.	7	8	9	10	11	12
mcGAS lum	-4	·	-7	-10	-8	-3
NPYLR7 ag	11	2	-5	10	5	-5
hcGAS inh	-3	2	-8	-7	-5	-4

#13 COc1ccc(C=C2SC(=S)NC2=O)cc1F
#14 O=C(CCCC(=O)n1nnc2ccccc21)OCC(Cl)=C(Cl)Cl
#15 COCCOC(=O)C1=C(C)N(C)C(=S)NC1c1ccc(NC(=O)c2ccccc2OC)cc1 (centres undefined)
#16 COc1cc(C(=O)N(Cc2cccnc2)c2nc3c(F)cccc3s2)cc(OC)c1OC
#17 COc1ccc(Cn2cnc3cnc(-c4cccc(C(N)=O)c4)cc32)cc1OC
#18 COC(=O)[C@@H]1C[C@@H](NC(=O)Nc2ccccc2)CN1CC1=CC[C@H]2C[C@@H]1C2(C)C

screen / no.	13	14	15	16	17	18
mcGAS lum	11	·	-7	-7	-7	·
NPYLR7 ag	0	-9	20	-9	8	22
hcGAS inh	-1	0	-4	-5	-6	-10

#19 COc1cc(OC)cc(-c2cc3c(Nc4ccccn4)nccc3n2C)c1
#20 NC(=O)c1c(NC(=O)C2CC3CCC2C3)sc2c1CCCC2 (centres undefined)
#21 COc1ccccc1CCNC(=O)CC1C(=O)NCCN1CC1CCCCC1 (centres undefined)
#22 COc1ccc(CCNC(=O)c2c(C)noc2-c2cccc(C(F)(F)F)c2)cn1
#23 CCCOc1ccc(N2C(=O)CC(N3CCOCC3)C2=O)cc1 (centres undefined)
#24 O=C(COC(=O)C1CC2CCCC(C1)C2=O)NC(=O)NC12CC3CC(CC(C3)C1)C2 (centres undefined)

screen / no.	19	20	21	22	23	24
mcGAS lum	0	-5	·	-9	-4	·
NPYLR7 ag	-4	-2	3	7	-5	6
hcGAS inh	-3	-5	5	-5	-3	-7

#25 Cc1ccc(NC(=S)NC(=O)CC2CC(C)(C)OC2=O)cc1 (centres undefined)
#26 COc1ccc2[nH]cc(CCNC(N)=O)c2c1
#27 CCN(CC)C(=O)C1CCCN(C(=O)N[C@@H](C)c2ccccc2)C1 (some centres undefined)
#28 CC(C)(C)c1ccc(OCCCC(=O)N2CCC(n3c(=O)[nH]c4ccccc43)CC2)cc1
#29 N#Cc1ccc(C=Nn2c(-c3ccc(F)cc3)csc2=Nc2cccnc2)cc1
#30 O=C(O)/C=C/c1nc(-c2cccc([N+](=O)[O-])c2)n2ccccc12

screen / no.	25	26	27	28	29	30
mcGAS lum	·	-4	-4	-5	-6	-7
NPYLR7 ag	19	5	-5	13	18	-5
hcGAS inh	-4	-3	-5	-18	-9	-7

#31 CCOC(=O)N(C)c1c(CC)nc2c(OCCC3CCCCC3)cccn12
#32 O=NN(CCCl)C(=O)NCCCl
#33 CCC(C)C(NC(=O)Nc1ccc(OC)cc1OC)C(=O)Nc1nnc(-c2cccc(Cl)c2)s1 (centres undefined)
#34 CCOC(=O)C1(Cc2cccc(OC)c2)CCCN(Cc2cccc3nonc23)C1 (centres undefined)
#35 COc1ccc(-c2noc(COc3cc(Cl)c(Cl)cc3Cl)n2)c(OC)c1
#36 COCCCNC(=O)C(NC(=O)c1cccc(C)c1)C1CCN(C(=O)C2CC2)CC1 (centres undefined)

screen / no.	31	32	33	34	35	36
mcGAS lum	-3	-4	-2	-3	·	-4
NPYLR7 ag	7	8	2	0&9	3	-3
hcGAS inh	-6	-3	-4	0&-2	4	-5

#37 CN(C)C(=O)C(Nc1ccc(Br)cc1)c1ccccc1 (centres undefined)
#38 COCCn1c(C)cn2c3c(=O)n(Cc4cc(C)ccc4C)c(=O)n(C)c3nc12
#39 Cc1nc(N(C)C)ncc1C(=O)N[C@@H]1c2ccccc2C2(CCNCC2)[C@H]1O
#40 CN1C[C@H](NS(=O)(=O)c2cc(Cl)ccc2Cl)C[C@H]1CO
#41 COc1ccc(S(=O)(=O)N(CCCN2CCOCC2)CC(=O)N(Cc2ccc3c(c2)OCO3)Cc2ccco2)cc1
#42 COc1cccc2c1OC(c1ccccn1)N1N=C(c3ccccc3)CC21 (centres undefined)

screen / no.	37	38	39	40	41	42
mcGAS lum	·	·	-11	·	-5	·
NPYLR7 ag	2	17	35	7	-7	3
hcGAS inh	-6	-8	-12	-3	-14	-4

Compound profiles (already shown). Order of values: mcGAS lum | NPYLR7 ag | hcGAS inh
COc1ccc(CCNC(=O)c2c(C)noc2-c2cccc(C(F)(F)F)c2)cn1 across the screens: -9 | 7 | -5
O=C(COC(=O)C1CC2CCCC(C1)C2=O)NC(=O)NC12CC3CC(CC(C3)C1)C2 (centres undefined) across the screens: · | 6 | -7
CCCOc1ccc(N2C(=O)CC(N3CCOCC3)C2=O)cc1 (centres undefined) across the screens: -4 | -5 | -3
COC(=O)[C@@H]1C[C@@H](NC(=O)Nc2ccccc2)CN1CC1=CC[C@H]2C[C@@H]1C2(C)C across the screens: · | 22 | -10
O=C1C2CCCN2C(c2cccc(Cl)c2)N1c1nccs1 (centres undefined) across the screens: -8 | 5 | -5

Continuation.
#43 O=C(NCCc1ccccn1)c1coc(CN(Cc2ccc(F)cc2)Cc2ccccc2Cl)n1
#44 Cc1ccc(-n2c(C)cn3c4c(=O)n(CC(=O)C(C)(C)C)c(=O)n(C)c4nc23)cc1Cl
#45 Cc1ccc2[nH]c(O)c(N=Nc3ccccc3[N+](=O)[O-])c2c1Br
#46 Cc1ccoc1C(=O)N1CCC2(CC1)CC(C(=O)O)N(C)C2 (centres undefined)
#47 COc1cccc(-c2cc(C(=O)Nc3cc(C)cc(C)c3)c3ccccc3n2)c1
#48 Cc1cc(O)cc(=O)n1CCCn1ccnc1

screen / no.	43	44	45	46	47	48
mcGAS lum	-4	-7	·	-12	-8	·
NPYLR7 ag	9	7	-2	3	2	3
hcGAS inh	-4	1	-3	-7	-3	3

#49 O[C@@H]1C[C@@H]2C[C@H](c3ccccn3)OC[C@]2(O)[C@@H]1N1CCN(c2ccccc2)CC1
#50 CC(C)C(=O)NCCc1cc(Br)ccc1F
#51 CCc1cnc(N2CCCN(S(=O)(=O)N3CCCC3)CC2)nc1
#52 CCC(=O)NCCN1CCn2cc(OC)c(=O)cc2C1=O
#53 O=C(CC1CSc2nc3c(c(=O)n21)CCCC3)Nc1ccncc1 (centres undefined)
#54 CCCCCC1CCC(c2ccc(-c3noc(-c4ccccc4Cl)n3)cc2)CC1 (centres undefined)

screen / no.	49	50	51	52	53	54
mcGAS lum	-9	·	-6	·	·	-4
NPYLR7 ag	-1	15	·	14	-1	-2
hcGAS inh	7	-7	-10	-1	-3	1

Remaining list, next part:
Below each compound – mcGAS lum, NPYLR7 ag, hcGAS inh
55: COc1ccc(Cl)cc1-n1nc(C(C)C)nc1Cc1cnc(C)[nH]c1=O
→ -8, -2, -5
56: COc1ccc(N2C(=O)CSC2c2cc3c(cc2Br)OCO3)c(OC)c1 (centres undefined)
→ 3, -4, 7
57: CSCCC(NC(=O)c1ccc(Cl)cc1)C(=O)Nc1nnc(C)s1 (centres undefined)
→ -5, 7, -4
58: Cc1ccccc1-c1noc(CN2CCCC(N3CCCC3=O)C2)n1 (centres undefined)
→ -12, ·, -4
59: CC1(C(=O)NS(=O)(=O)c2ccccc2OC(F)(F)F)CCN1C(=O)CC1CC1 (centres undefined)
→ ·, 1, -6
60: O=C(NCc1nnc2n1CCCCC2)N1CCc2ccccc2C1
→ -8, 7, -7
61: Cc1cc(-n2c(SCC(=O)O)nnc2C2CC2)n(C)n1
→ ·, -5, 0
62: CCC(=O)c1ccc(OCC(=O)N2C[C@H](OC(C)C)[C@@H](O)C2)cc1
→ ·, -1, -4
63: O=C(Nc1cccc2cccnc12)c1cc(S(=O)(=O)N2CCCCC2)ccc1Cl
→ -7, -5, -4
64: Cc1cccc(Nc2ncccc2C(=O)N2CCSC2)c1C
→ -2, -6, -7
65: COCCOC(=O)c1sc(=S)n(CCOC)c1N
→ ·, 14, 0
66: COc1ccc(/C=C2\Oc3c(ccc4c3CN(Cc3ccncc3)CO4)C2=O)cc1OC
→ -9, 83*, -4
67: CCC(NC(=O)c1cnccn1)c1ccc(C)cc1 (centres undefined)
→ ·, -2, -8
68: CN(C)C(=O)C[n+]1ccc2ccccc2c1
→ -6, 1, -8
69: CC(C)CNC(=O)CN1C(=O)N(C)C2(CCC(C)CC2)C1=O (centres undefined)
→ ·, 2, 6
70: c1cc2c(cc1N1COc3cc4c(cc3C1)OCO4)OCCO2
→ ·, 10, -12
71: c1ccc2sc(NC3=NCN(CC4CCCO4)CN3)nc2c1 (centres undefined)
→ ·, 10, -2
72: NS(=O)(=O)c1ccc(N2CCN(c3cccc(Cl)c3)CC2)nc1
→ ·, -12, 0
73: CCOC(=O)C(=O)N(C)c1c(CC)nc2c(OCc3ccccc3C(=O)OC)cccn12
→ -5, 0, -3
74: Cc1ccc(-c2nc3ccc(C)cn3c2N)cc1
→ -1, -9, -6
75: Cc1cc(C)c2c(CC(=O)N3C[C@H]4C[C@H](O)[C@@H](O)C[C@H]4C3)coc2c1C
→ ·, 20, -5
76: Cc1ccc2c(CC(=O)NCCc3nnc4n3CCCCC4)coc2c1C
→ ·, 7, -7
77: CN(C(=O)CN1CCN(C(=O)C2CC(=O)N(Cc3ccc(F)c(Cl)c3)C2)CC1)c1ccccc1 (centres undefined)
→ ·, 0, -1
78: Cc1ccc(CNC(=O)c2cnc3ccc(C)cn3c2=O)cc1
→ -8, 3, -4
79: Cc1ccc(-n2nnnc2/C=C/N2CCN(c3ccc(F)cc3)CC2)cc1
→ ·, 2, 2
80: Cc1ccc(S(=O)(=O)Nc2ccc(Nc3ccc(-n4cccn4)nn3)cc2)cc1
→ -9, -4, -2
81: N#Cc1c(NC2CCCCC2)nc(-c2ccco2)c2c1CCCC2
→ -5, 1, -11
82: O=C(NCC1CCN(c2ncccn2)CC1)NC(c1ccccc1)c1ccccc1
→ ·, -11, -7
83: O=C(O)c1ccccc1C(=O)Nc1ccc(S(=O)(=O)Nc2nccs2)cc1
→ -5, -4&-2, 0&-6
84: CC(=O)c1ccccc1NC(=O)C(C)N1CCC(O)(C(F)(F)F)C1 (centres undefined)
→ -17, -7, -11
85: CCCCc1nc(N(C)Cc2ccco2)c2c3c(sc2n1)CCCC3
→ -3, -3, -9
86: c1coc(Cn2ccnc2-c2ccc(-c3ccn[nH]3)s2)c1
→ -10, 29, -8
87: O=C(Cn1nnnc1CN1CCCC1)NC1CCN(Cc2ccccc2)CC1
→ -10, -1, -8
88: CC(C)c1ccc(/C=C/c2nn3c(-c4ccncc4)nnc3s2)cc1
→ -1, 2, 0
89: Cc1ccc(CN(CCc2c[nH]c3ccccc23)C(=O)CN(C(=O)c2cccc(Br)c2)C2CC2)cc1
→ -5, 20, -3
90: Cc1ccnc(SCc2cc(=O)c(OC(=O)C(c3ccccc3)c3ccccc3)co2)n1
→ 35, -12, -1

From PubChem
